Bioassay records (PubChem BioAssay)
PDI turbidity: PDI (human) enzyme inhibition; inhibition, % at 10 µM; PDI insulin aggregation turbidity, A650, 90 min; actives 0.052% (n = 350,000); AID 588391;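 active = mean inhibition across replicates of 30% or more, whatever share of single replicates reach that level; inconclusive = mean inhibition below 30% while every single replicate reaches 30%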;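 also: absorbance from insulin aggregation driven by PDI reduction with DTT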
Target sequence (P07237 whole entry, looked up): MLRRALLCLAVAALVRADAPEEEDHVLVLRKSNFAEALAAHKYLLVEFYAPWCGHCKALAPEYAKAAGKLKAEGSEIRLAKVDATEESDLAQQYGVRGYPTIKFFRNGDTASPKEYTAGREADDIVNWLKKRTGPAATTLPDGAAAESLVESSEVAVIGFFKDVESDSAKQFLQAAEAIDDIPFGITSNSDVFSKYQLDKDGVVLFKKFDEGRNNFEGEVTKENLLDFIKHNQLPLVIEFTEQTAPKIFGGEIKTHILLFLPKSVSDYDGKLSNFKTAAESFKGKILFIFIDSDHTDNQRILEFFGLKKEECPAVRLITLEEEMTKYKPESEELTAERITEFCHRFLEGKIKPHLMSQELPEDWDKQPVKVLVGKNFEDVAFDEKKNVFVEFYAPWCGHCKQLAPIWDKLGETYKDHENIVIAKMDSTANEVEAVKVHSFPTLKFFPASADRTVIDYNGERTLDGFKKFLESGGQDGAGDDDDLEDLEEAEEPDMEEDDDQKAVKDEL
N-glyco inh: blocks N-linked glycosylation in D54 reporter cells. actives 0.23% (n = 360,000). reporter increase, % at 12.5 µM. D54 ERlucT glycosylation luciferase reporter, 24 h; percent of 100 nM tunicamycin response;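 active = mean luciferase reporter signal, scaled so untreated is 0 and the glycosylation-blocking control 100, at or above a set limit in every replicate; inconclusive = mean reaches the limit but not every replicate does; inactive = mean below the limit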;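 also: luciferase carries N-glycosylation sites so blocking glycosylation raises the light; 0% = median of neutral control wells and 100% = median of 100 nM tunicamycin wells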
Vif imaging: HIV Vif inhibition. HEK293T cells, Vif self-association by quenched fluorescence, imaging, 24 h. inhibition, % at 7.49 µM. actives 0.35% (n = 340,000). AID 602346; in the data active = inhibition above about 50%, passing the limit was not always enough; inconclusive = no clear call, values can overlap the other calls; inactive = below about 31%; also: some results filed as inactive read as strong as hits
MC4R ag barr: activates human MC4R beta-arrestin recruitment; P32245; U2OS MC4R beta-arrestin complementation, luminescence; percent of melanotan II response, DMSO zero; activation, % at 8.9 µM; actives 0.98% (n = 360,000); AID 540308;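 active = activation above a per-plate cutoff, the mean activation of sample wells on that plate plus 3 SD, cut at about 8% in these data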
Cardio protect: protects H9c2 cardiomyocytes from peroxide injury; protection from H2O2 cell death, % at 20 µM; AID 588492; actives 0.63% (n = 360,000); H2O2 injury protection, ATPLite, 2 h;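 active = compounds giving at least 50% protection of heart cells from peroxide-induced death in the single-dose screen, raw or plate-pattern-corrected value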;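 also: 0% = DMSO wells with peroxide and 100% = DMSO wells without peroxide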
HTR2A ag: agonists of mouse serotonin 5-HT2A receptor (HTR2A); P35363; CHO-K1 mHTR2A beta-arrestin complementation, luminescence; percent of 30 µM serotonin response; activation, % at 7.6 µM; actives 0.66% (n = 360,000);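 active = activation above a run cutoff, the mean activation of all tested compounds plus 3 SD, cut at about 14% in these data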;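 also: 0% = plate median of compound wells and 100% = 30 µM serotonin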
Target sequence (P35363 whole entry, looked up): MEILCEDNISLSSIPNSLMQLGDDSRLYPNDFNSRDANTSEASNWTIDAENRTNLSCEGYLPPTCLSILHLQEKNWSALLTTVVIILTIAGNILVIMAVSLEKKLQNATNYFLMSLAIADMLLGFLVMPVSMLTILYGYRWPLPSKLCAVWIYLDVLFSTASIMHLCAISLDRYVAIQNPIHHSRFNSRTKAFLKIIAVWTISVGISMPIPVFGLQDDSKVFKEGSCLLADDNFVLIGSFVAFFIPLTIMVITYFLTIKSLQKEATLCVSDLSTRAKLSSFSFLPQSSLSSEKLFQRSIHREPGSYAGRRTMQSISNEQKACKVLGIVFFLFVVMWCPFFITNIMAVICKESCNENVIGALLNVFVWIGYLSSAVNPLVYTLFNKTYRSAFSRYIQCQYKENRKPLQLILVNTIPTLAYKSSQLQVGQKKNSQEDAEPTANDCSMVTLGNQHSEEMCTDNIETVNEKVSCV
ABCB6 inh MLPCN: blocks the human ABCB6 transporter. K562-ABCB6 porphyrin accumulation, flow cytometry, 1 h; stronger effect = lower value. fluorescence ratio to DMSO, % at 10 µM. actives 0.19% (n = 360,000);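 active = fluorescence ratio to DMSO below 75%, the collection mean minus 3 SD; inconclusive = too few cells collected in the well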;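 also: signal is porphyrin accumulated inside mitochondria; 100% equals median channel fluorescence of DMSO control wells; lower ratio means ABCB6 inhibition with less porphyrin fluorescence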
CaV13 FRET inh: Disruptors of the CACNA1D IQ motif to Ca2+-dependent inactivation inhibitor domain association, primary screening, Förster resonance energy transfer in intact living …. inhibition, % at 12.3 µM. actives 0.098% (n = 340,000). HEK cells, CFP/YFP FRET ICDI-IQ, plate reader, 10 min; percent FRET-ratio fall versus neutral wells;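 active = mean replicate inhibition of at least 30% and at least 1% of replicates passing that level; inconclusive = only one of the two criteria is met; inactive = neither criterion is met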;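 also: 0% = median of the neutral control wells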
aDG glyco act: alpha-DG glycosylation activation. Pro5-aDG cells, alpha-DG glycosylation AlphaScreen (IIH6); 0% Pro5, 100% B10-LARGE cell signal. activation, % at 10 µM. actives 0.22% (n = 360,000);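 active = activation of at least 8% versus controls, or a plate z-score of at least 8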;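 also: Pro5 are CHO cells carrying HIG-tagged alpha-DG that lacks glycosylation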
MC4R antag cAMP: antagonists of human melanocortin 4 receptor (MC4R). P32245. MC4R-expressing cells, MTII-stimulated cAMP, LANCE TR-FRET. inhibition, % at 6.5 µM. actives 0.48% (n = 360,000). AID 540295;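 active = inhibition above its plate's cutoff, the mean of tested wells on that plate plus 3 SD, cut at about 29% in these data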;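 also: 0% = Melanotan II alone and 100% = Melanotan II plus saturating MCL0020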
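System – human MC4R-expressing U2OS cells · Also added – Melanotan II · Dosing – one concentration, 6.5 µM nominal · Timing – 30-min compound, 1-h challenge, 1-h detection, room temperature · Measured by – Eu-cAMP/anti-cAMP TR-FRET, emission 671 nm · Replicates – singlicate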
* marks the source's active call; other numbers are inactive results; ? = inconclusive; · = no result given. Compounds were not picked by outcome (roughly 3.6% active in at least one column).

SMILES	PDI turbidity	N-glyco inh	Vif imaging	MC4R ag barr	Cardio protect	HTR2A ag	ABCB6 inh MLPCN	CaV13 FRET inh	aDG glyco act	MC4R antag cAMP
O=C(Cn1cc(C(F)(F)F)ccc1=O)N/N=C/c1ccc(Cl)cc1Cl	-3	-5	1	3.6	-3	7	97	-5	0.2	2
Cc1ccc(OC/C(O)=C(\C#N)c2nc3ccccc3s2)cc1	0	3	-3	0.0	-33	0	102	-2	-0.1	23
COc1ccc(C(=O)Oc2ccc(/C=N/NC(=O)c3cccnc3)cc2OC)cc1	7	1	-1	-3.9	17	0	95	-6	-0.1	-3
O=C(Cn1cnc2ccccc2c1=O)Nc1nnc(C2CC2)s1	15	1	14	-2.2	-3	-1	103	-14	-0.1	3
COc1ccc(S(=O)(=O)N2CCC(C(=O)N3CCN(c4ccccc4OC)CC3)CC2)cc1	5	0	-11	-2.7	-3	-2	88	-5	0.5	2
O=C(c1cc(COc2ccc(F)cc2Cl)on1)N1CCC(OCc2cccnc2)CC1	4	-1	0	0.8	-8	-5	100	-1	-0.1	3
CCOC(=O)c1oc2ccccc2c1CN1CCOCC1	6	2	3	-1.7	4	5	96	·	0.2	17
COc1ccc(-c2cc3c(=O)n(CC(=O)Nc4ccc(Cl)cc4)nc(C)n3n2)cc1	-1	-1	-2	-1.2	-1	-2	99	-4	0.0	-2
O=C(/C=C/NNC(=O)c1ccccc1)c1ccccc1	17	13	18	-0.2	17	-3	·	·	-0.1	0
CCCCN(CCCNC(=O)c1ccc2c(c1)NC(=O)CN2C)c1ccccc1	6	8	-21	0.2	-15	-2	102	-6	-0.1	-1
OCCN(Cc1cccnc1)Cc1ccccn1	3	2	1	-0.4	12	9	104	-9	0.1	8
O=C(c1cccc(S(=O)(=O)N2CCCC2)c1)N1CCN(c2ccccc2)CC1	2	5	0	-1.4	-1	-3	98	-4	0.2	8
Cc1ccc([C@@H]2CC(=O)[C@@H]3CN(S(=O)(=O)c4ccc(C)cc4)[C@H](c4cccc(Cl)c4)C[C@@H]3N2S(=O)(=O)c2ccc(Cl)cc2)cc1	13	-9	-3	1.4	6	0	97	-6	-0.2	6
COc1ccc(CNC(=O)C2CCC(CNS(=O)(=O)c3cccc4cccnc34)CC2)cc1 (centres undefined)	2	-5	-3	-3.7	-2	-7	105	-15	0.3	15
Nc1nc2c(ncn2[C@@H]2O[C@H](CNCc3cnc(N4CCOCC4)s3)[C@@H](O)[C@H]2O)c(=O)[nH]1	·	2	-3	·	-4	4	93	-6	0.2	·
COc1ccc(/C=C2/SC(=O)N(CCNC(=O)C3CCCN3C(=O)c3cccs3)C2=O)cc1 (centres undefined)	17	1	-1	0.3	-6	6	85	-5	0.6	8
Cc1[nH]c2ccccc2c1C(c1ccncc1)N1CCN(c2ccccn2)CC1 (centres undefined)	6	2	1	-2.2	8	3	92	-7	0.1	4
O=C(CC1CC2CCC1C2)N1CCN(S(=O)(=O)c2ccc(C(F)(F)F)cc2)CC1 (centres undefined)	-12	-2	16	4.2	-3	-2	95	-13	0.5	-4
O=C(NC1CCCC1)C1CCN(c2nccs2)CC1	3	-1	-7	-1.6	-7	0	92	-4	-0.1	10
CC(C)Oc1ccccc1OCCN(C)C	-3	1	3	1.4	3	-4	94	-3	0.2	15
CC1CN(C)C(C)CC1NCc1ccc2c(c1)OCO2 (centres undefined)	-5	-1	8	2.3	3	2	97	-4	-0.2	10
CCOc1ccc2nc(N3C(=O)C(O)=C(C(=O)c4ccco4)C3c3ccco3)sc2c1 (centres undefined)	0	0	-6	-2.0	-4	4	98	-4	-0.2	2
O=C(CCn1c(=O)oc2cc(Cl)ccc21)Nc1ccc(O)cc1	2	0	-3	0.9	-6	6	101	-7	0.0	16
Cc1ccc(NC(=O)c2nnn(-c3ccc4c(c3)OCCO4)c2N)cc1	-2	-4	-13	0.5	-7	-2	94	-4	0.5	28
Cn1nc(C(=O)N2CCC(C(N)=O)CC2)c2c1-c1ccccc1SC2	-3	-1	·	-2.5	-3	-2	100	-6	0.1	4
CN(C(=O)COC(=O)CSc1ccc([N+](=O)[O-])cc1)c1ccccc1	-11	-1	-6	2.0	2	-2	87	-4	0.1	2
CC(=O)N(C(C)=O)S(=O)(=O)c1ccc(N=NN2CCOCC2)cc1	-4	3	-5	-0.1	0	3	101	-2	-0.1	10
CCCS(=O)(=O)NC(=O)C1(C)CCN(C(=O)c2nc(C)oc2C)C1 (centres undefined)	-8	0	9	0.3	-2	2	97	-7	-0.5	10
Cc1ccc(S(=O)(=O)N2CCOCC2)cc1C(=O)NCc1cccs1	5	1	-2	-0.8	6	-6	102	-3	0.3	19
CCN1C(C)=C(C)S/C1=C1\SC(=S)N(N)C1=O	3	2	2	-2.6	3	4	94	-2	-0.5	-6
CCOC(=O)CSc1nncc2ccc(OC)c(OC)c12	-3	1	1	-2.0	3	-3	98	-9	-0.1	1
COc1ccc(/C=C/C(=O)NC2=NCCS2)cc1OC	6	-1	-3	-1.4	1	4	101	4	0.1	-5
Cn1cc([N+](=O)[O-])c(C(=O)N/N=C/c2ccccc2)n1	2	-1	13	0.2	5	-1	98	-7	-0.1	1
CCN1CCN(CC(=O)Nc2cccc(C)c2)C(=O)C1=O	-3	2	9	-1.1	3	-3	100	-7	-0.1	-2
CC(C)NS(=O)(=O)c1ccc(OCC(=O)NCc2ccco2)cc1	-13	3	20	-0.2	3	3	98	1	0.2	1
CCCC(=O)N1CCC1(C)C(=O)NS(=O)(=O)c1ccc(OC)cc1 (centres undefined)	-3	1	·	-0.3	-3	3	98	-5	-0.1	-2
COc1ccc(-c2ccc(-c3noc(-c4ccccc4)n3)c(OC)n2)cc1	-2	1	·	2.2	-4	-1	92	-7	0.3	8
NC(=O)C1CCN(C(=O)c2cccc(CN3C(=O)c4ccccc4C3=O)c2)CC1	3	3	20	-0.2	4	-1	102	-3	0.1	5
CCC(CC)c1nnc(NC(=O)CN2C(=O)c3ccccc3C2=O)s1	-1	1	-6	-2.2	7	4	97	-5	-0.6	6
Oc1c(Br)cc(Cl)cc1C=Nc1ccccc1Br	7	3	-9	-0.6	72*	0	93	-5	-0.1	-2
Cn1c(SCC(=O)c2ccccc2)nnc1C1COc2ccccc2O1 (centres undefined)	-3	0	1	-0.6	1	-4	94	-3	0.0	15
CCOP(=O)(OCC)c1nc(-c2ccc(C)cc2)oc1N1CCOCC1	3	3	-5	0.2	2	-1	94	2	-0.3	3
O=C(NCc1cccc(Cl)c1)c1cnn2c1NC(c1ccco1)CC2C(F)(F)F (centres undefined)	-3	-2	·	4.7	-1	-1	101	-10	0.8	23
O=C(Oc1c(Cl)cc(Cl)c2cccnc12)N1CCCCC1	-6	0	-4	-0.9	4	-1	96	-9	-0.1	5
COc1cccc(-c2nc(CS(=O)(=O)CC(=O)N3CCc4ccccc4C3)c(C)o2)c1	·	-2	-2	1.2	-16	1	98	-3	0.1	-1
c1ccc(SSc2ccccn2)nc1	11	0	3	-4.6	8	-4	95	·	0.1	-7
Cc1ccc(S(=O)(=O)N2CCC(C(=O)N3CCN(Cc4ccccc4)CC3)CC2)cc1	·	-1	13	-1.0	-10	-3	102	-5	0.0	4
Cc1nnc(NC(=O)CSc2nnc(CC(=O)Nc3ccccc3Cl)n2C)s1	-5	0	-5	0.4	2	2	90	-4	-0.2	0
Nc1ncc(Br)cc1S(=O)(=O)Nc1cc(C(F)(F)F)cc(C(F)(F)F)c1	3	2	-5	-3.4	-16	3	99	-14	0.0	7
COC(=O)Nc1nc2ccc(SC(C)C)cc2[nH]1	3	17	?	0.3	0	-3	98	-5	-0.1	-20
COC(=O)C1=C(c2ccc(OC)cc2)OC(=O)C1(C)C	-3	2	15	-0.7	20	6	101	-4	0.3	4
CCC(C)Nc1nc(Cl)nc(N(C#N)CN2C(=O)c3ccccc3S2(=O)=O)n1 (centres undefined)	-3	-1	-10	-1.2	-22	-9	106	-15	-0.7	48*
COc1ccc(Nc2nnc(-c3ccc(N4CCOCC4)c([N+](=O)[O-])c3)c3ccccc23)cc1	-5	-5	-10	-1.0	22	31*	110	-5	0.4	-4
Cc1noc(C)c1COc1ccccc1C(=O)NCc1ccco1	-12	-1	-7	-3.3	-1	0	91	-14	-0.1	1
O=C(N/N=C/c1ccc2c(c1)OCO2)c1ccc(NS(=O)(=O)c2cccs2)cc1	0	0	14	-1.8	-16	-5	95	-20	-0.2	-6
CN(CC(=O)Nc1cccc(F)c1)C(=O)c1ccc(OCc2ccccc2)cc1	-5	-2	-13	6.8	-5	3	103	-3	0.5	4
CCCOc1ccc(C(CC(=O)O)NC(=O)c2cccs2)cc1 (centres undefined)	19	-2	1	1.8	0	4	93	-8	-0.2	8
O=C(N/N=C/c1ccc(OC(F)F)cc1)c1ccc(Br)cc1	-4	-2	3	-0.1	3	-1	97	-6	-0.1	-7
O=C(NCCSc1c[nH]c2ccccc12)c1ccc2c(c1)OCO2	·	-2	-1	-0.3	-2	-3	96	-7	-0.3	15
O=C1[C@@H](Oc2ccccc2)[C@@H](c2ccncc2)N1c1ccncc1	-5	0	14	-1.4	7	0	101	-3	0.4	-2
Other structures follow.
SMILES	PDI turbidity	N-glyco inh	Vif imaging	MC4R ag barr	Cardio protect	HTR2A ag	ABCB6 inh MLPCN	CaV13 FRET inh	aDG glyco act	MC4R antag cAMP
Cc1cccc(CN2[C@H](COC(=O)Nc3ccccc3)C=CS2(=O)=O)c1	·	1	-7	·	-2	-4	95	-10	0.3	·
COCCN(C(=O)CNC(=O)c1ccco1)C(C(=O)NC1CCCC1)c1cccs1 (centres undefined)	6	-1	·	-0.1	-1	3	99	-4	0.0	-4
CN(C)CCOC(=O)c1sc2ccccc2c1Cl	-3	-2	4	-2.6	-12	-6	104	1	-0.1	21
O=C(NC(=S)Nc1ccccc1Br)C1CCC1	1	5	3	-0.4	-7	8	95	-7	-0.1	-4
CCC1CN(C(=O)N2CCC(C(=O)Nc3ccccc3F)CC2)c2ccccc2O1 (centres undefined)	-9	-1	2	0.1	2	-1	97	-2	0.4	0
C=CCOc1ccc(Br)cc1CNCCCN1CCOCC1	12	0	2	-0.5	10	2	104	-1	-0.2	20
c1ccc2nc(-c3nc4ccccc4o3)ccc2c1	-5	-21	·	0.1	-20	4	105	-5	0.3	-1
Cc1ccc(CNS(=O)(=O)CCNC(=O)c2ccc3c(c2)OCO3)cc1	7	2	8	0.0	-2	5	91	-6	-0.2	-6
